PI4K2A inh = PI4K2A (human) kinase inhibition. activity change, negative = inhibition, % at 76.9 µM. purified PI4K2A, ADP-Glo luminescence, 1 h; stronger effect = lower value. hit rate 0.13% among 420,000. AID 1346378; in the data active = activity change below about -50%; inconclusive = mostly about -30% to -49%;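 also: -100% = wells without enzyme as full effect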
Target sequence (Q9BTU6 whole entry, looked up): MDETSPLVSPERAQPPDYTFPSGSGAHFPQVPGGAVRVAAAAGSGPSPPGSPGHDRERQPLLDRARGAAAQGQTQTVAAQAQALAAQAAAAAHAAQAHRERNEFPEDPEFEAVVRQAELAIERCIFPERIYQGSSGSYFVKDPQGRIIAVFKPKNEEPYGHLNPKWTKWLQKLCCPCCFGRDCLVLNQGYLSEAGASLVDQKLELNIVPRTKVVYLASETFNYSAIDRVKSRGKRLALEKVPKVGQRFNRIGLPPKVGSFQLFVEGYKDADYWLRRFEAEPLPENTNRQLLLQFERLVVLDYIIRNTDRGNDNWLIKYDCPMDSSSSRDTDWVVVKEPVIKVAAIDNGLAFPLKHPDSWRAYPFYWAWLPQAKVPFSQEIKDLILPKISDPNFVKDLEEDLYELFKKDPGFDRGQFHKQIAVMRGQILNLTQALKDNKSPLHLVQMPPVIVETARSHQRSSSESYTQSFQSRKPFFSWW
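In this quantitative HTS, ADP production by PI4K2A was quantified luminescently after 1 h at ambient temperature; 100 microM adenosine served as plate-quality control.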
Glioma ERSR ind = ER stress response induction in glioma | hit rate 0.02% among 420,000 | U87-MG GRP78 promoter luciferase reporter, 16 h | Potency, µM, inactives show at the top dose activation, most hits filed as activators; also: potency is read from the fitted curve at half-maximal effect; series mostly up to about 76 µM; % of control where 0% means no effect; nearly all actives have a fitted effect of over 35% in size
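Stably transfected U87-MG human glioma cells carrying a GRP78-based luminescent sensor were seeded at 1000 cells/well, pin-dosed with compounds and incubated 16 h. Luciferase reagent was then added, and end-point luminescence was read after 10 min at room temperature.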
TrxR1 substrate = substrates of rat thioredoxin reductase 1; O89049; purified TrxR1 substrate turnover, NADPH consumption readout; Potency, µM (titrated, usually from 114 µM), inactives show at the top dose activity change, negative = substrate turnover; hit rate 0.01% among 390,000; AID 588456; also: potency is read from the fitted curve at half-maximal effect; % is scaled to controls: 0 for no effect and ±100 for the full control effect; nearly all actives have a fitted effect of over 50% in size
Target sequence (O89049 whole entry, looked up): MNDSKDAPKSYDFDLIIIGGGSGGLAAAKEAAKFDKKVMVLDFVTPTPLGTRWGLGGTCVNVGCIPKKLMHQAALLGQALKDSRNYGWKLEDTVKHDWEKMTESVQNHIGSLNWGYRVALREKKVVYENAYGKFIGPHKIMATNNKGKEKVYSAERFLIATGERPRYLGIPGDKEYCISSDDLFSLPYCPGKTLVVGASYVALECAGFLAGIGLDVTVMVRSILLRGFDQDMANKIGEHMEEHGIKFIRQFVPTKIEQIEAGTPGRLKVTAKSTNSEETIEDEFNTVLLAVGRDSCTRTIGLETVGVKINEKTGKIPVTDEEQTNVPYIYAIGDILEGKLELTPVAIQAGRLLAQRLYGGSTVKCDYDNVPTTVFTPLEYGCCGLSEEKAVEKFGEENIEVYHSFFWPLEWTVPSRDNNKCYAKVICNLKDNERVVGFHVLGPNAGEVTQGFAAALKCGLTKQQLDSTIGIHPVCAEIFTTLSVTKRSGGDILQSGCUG
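Rat TrxR1, dispensed at 90 nM, was prereduced with 400 uM NADPH (final) for 5 min at ~22 deg C, then incubated with compound 15 min before 400 uM selenite. A first-read NADPH fluorescence drop versus no-compound background flagged substrates.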
USP1 inh = USP1/UAF1 (human) deubiquitinase inhibition. O94782. recombinant USP1/UAF1, Ub-Rhodamine cleavage fluorescence. Potency, µM (titrated, usually from 57.1 µM), for inactives: top-dose activity change, negative = inhibition, actives largely listed as inhibitors. hit rate 0.23% among 390,000; also: potency is read from the fitted curve at half-maximal effect; % is scaled to controls: 0 for no effect and ±100 for the full control effect; nearly all actives have a fitted effect of over 60% in size; inactives centre near -12
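In this screen, compounds sit with the deubiquitinase complex (1nM) for 15 min at room temperature before Ub-Rho is added at 150nM final. Fluorescence rise is then followed for 6 reads every 60 seconds.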
RXFP1 ag = agonists of human relaxin receptor RXFP1; Potency, µM (titrated, usually from 57.5 µM), inactives show at the top dose activation, actives largely listed as activators; HEK293T-RXFP1 cAMP TR-FRET, 30 min; response scale: percent of porcine relaxin response, buffer zero; hit rate 0.3% among 370,000; also: potency is read from the fitted curve at half-maximal effect; % is scaled to controls: 0 for no effect and ±100 for the full control effect; nearly all actives have a fitted effect of over 60% in size; many of its hits are not listed in these tables
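Agonist response is measured as cAMP accumulation in an RXFP1-transfected HEK293T line under PDE4 inhibition. Values are scaled between buffer-only and 29 nM porcine relaxin, and EC50s come from standard Hill equation fits.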
Vif-A3F inh = inhibitors of Vif-A3F interaction | AID 602313 | Potency, µM (series often up to 46.1 µM), without a hit: at the top dose activity, negative = active | hit rate 0.2% among 390,000 | HeLa A3F-eYFP + Vif (tagged APOBEC3F with the HIV-1 protein that degrades it), YFP fluorescence increase; also: potency is read from the fitted curve at half-maximal effect; % of control where 0% means no effect; nearly all actives have a fitted effect of over 65% in size
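HeLa cells stably expressing A3F-eYFP plus Vif, plated and incubated overnight at 37 deg C, then exposed to compounds overnight at 37 deg C. Blocked degradation read as raised yellow fluorescence (Ex 488/Em 500-530).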
LDHA inh = LDHA (human) enzyme inhibition. AID 1347041. activity change, % (values are at about 110 or 230 µM). hit rate 0.15% among 480,000. purified LDHA, NADH/diaphorase-resazurin fluorescence; stronger effect = lower value. P00338; in the data active = activity change below about -30%; inconclusive = mostly about -25% to -30%;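 also: plate controls were DMSO wells for no effect and wells without enzyme for full effect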
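Human LDH5 (2 nM) was incubated with 0.06 mM NADH and 0.2 mM pyruvate for 5 min at room temperature in Tris pH 7.4. Remaining NADH was coupled through diaphorase/resazurin, and resorufin fluorescence was read at 0 and 20 min.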
IDH1 R132H inh = blocks human mutant IDH1 R132H enzyme | IDH1-R132H enzyme, NADPH consumption, diaphorase/resazurin fluorescence | O75874 | Potency, µM (doses to about 76.6 µM), inactives show top-dose activity change, negative = inhibition, hits mostly inhibitors | hit rate 0.093% among 390,000; also: potency is read from the fitted curve at half-maximal effect; % is scaled to controls: 0 for no effect and ±100 for the full control effect; nearly all actives have a fitted effect of over 65% in size
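IDH1-R132H (0.5 ug/mL) preincubated 30 min with compound, then NADPH (0.016 mM) and alpha-KG (2 mM) added; 80 min at RT, pH 7.5. Remaining NADPH coupled via diaphorase/resazurin to fluorescence (540/590 nm); concentration-response curves normalized to no-enzyme control.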
Vif-A3G inh = blocks the Vif interaction with human APOBEC3G; HeLa A3G-eYFP + Vif (tagged APOBEC3G with the HIV-1 protein that degrades it), YFP fluorescence, overnight; Potency, µM (doses to about 46.1 µM), inactives show at the highest dose activity, negative = active, usual class: inhibitors; hit rate 0.076% among 410,000; AID 602310;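 also: potency is read from the fitted curve at half-maximal effect; % is scaled to controls: 0 for no effect and ±100 for the full control effect; nearly all actives have a fitted effect of over 60% in size; hits raise eYFP signal because A3G escapes Vif-driven loss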
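Read-out is eYFP fluorescence (Ex 488/Em 500-530) from Vif-expressing HeLa A3G-eYFP cells; more signal means A3G escaped Vif-mediated degradation. Cells plated overnight, compound pinned in, incubated overnight at 37 deg C.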
Numbers without * were called inactive; u = inconclusive; x = no result given; & = joins results of further samples; [ ] = another dose, or the depositor's remark. Unless noted, calls follow the shape of the dose curve; as a rule, active = well fitted curve in the direction sought with a large enough effect; inconclusive = small, poorly fitted or top-dose-only effect, or another doubt; inactive = no such curve, though single readings can be large; an effect the other way counts as inactive or inconclusive. Only part of the results is shown. The share of hits here may be higher or lower than overall.

Keys: A = PI4K2A inh; B = Glioma ERSR ind; C = TrxR1 substrate; D = USP1 inh; E = RXFP1 ag; F = Vif-A3F inh; G = LDHA inh; H = IDH1 R132H inh; I = Vif-A3G inh
structure: COc1ccc2c(c1OC)C(=O)N1C2SC[C@H]1C(=O)NC1CC1 (stereo partly drawn)
  A: -3	B: -2%	C: -4%	D: 12%	E: -0.9%	F: -5%	G: -8	H: -13%	I: -5%

structure: O=C(NCCS(=O)(=O)NCc1ccco1)c1ccccc1
  A: -1	B: -1%	C: -9%	D: -14%	E: 1.6%	F: -1%	G: -2	H: 2%	I: -5%

structure: Clc1cccc(C2CCN(Cc3nc(CC4CC4)no3)C2)c1 (stereo not drawn)
  A: 0	B: -2%	C: 4%	D: -28%	E: 1.4%	F: -16%	G: -1	H: 4%	I: -3%

structure: COc1ccc(CC(=O)Nc2cc(-c3cn4cccnc4n3)ccc2C)cc1OC
  A: -9	B: -3%	C: 130%[activator][57.1 µM]	D: -6%	E: 5.3%	F: 5%	G: 1	H: -2%	I: 1%

structure: Cc1cc(C)c2c(n1)sc1c(N3CCN(CCO)CC3)ncnc12
  A: 1	B: -3%	C: 10%	D: -15%	E: 2.2%	F: -4%	G: -7	H: 12%	I: 0%

structure: CCOc1ccc(N2CC(NC(=O)c3cc4ccccc4o3)CC2=O)cc1 (stereo not drawn)
  A: 2	B: -4%	C: -2%[57.1 µM]	D: -18%	E: 3.5%	F: -10%	G: -2	H: 0%	I: 4%

structure: CN(C)c1ccc(N2C(=NC(=O)C3CCCO3)SC3CS(=O)(=O)CC32)cc1 (stereo not drawn)
  A: -3	B: 1%	C: -1%	D: -15%	E: 0.4%	F: -7%	G: 5	H: 1%	I: 4%

structure: O=C(NCCc1ccc(Cl)cc1)c1ccc(CS(=O)Cc2ccccc2Cl)o1 (stereo not drawn)
  A: -4&1	B: -7%&-2%	C: -1%&-4%	D: -13%&-5%	E: 8.0%&0.2%	F: 6%&3%	G: -2&3	H: -5%&7%	I: 3%&-4%

structure: CCc1ccccc1NC(=O)CCC(=O)Nc1nnc(C(C)C)s1
  A: 1	B: 3%	C: 0%	D: -2%	E: -0.6%	F: -5%	G: -5	H: -12%	I: 2%

structure: CC1CCN(C(=O)c2ncn3c2c(=O)[nH]c2cccnc23)CC1
  A: -5	B: 1%	C: x	D: -24%	E: x	F: -1%	G: -5	H: 1%	I: -3%

structure: CC(=O)Nc1ccc(S(=O)(=O)NC2=C(N3CCN(Cc4ccccc4)CC3)C(=O)c3ccccc3C2=O)cc1
  A: -18&-7	B: 1%&-1%	C: -18%&-14%	D: u	E: -0.5%	F: -6%&-2%	G: 29&26	H: 0%&-1%	I: 0%&-11%

structure: CC(C)Cn1c(NCCN(C)C)nc2c1c(=O)[nH]c(=O)n2C
  A: -2	B: -2%	C: 9%	D: -12%	E: 0.5%	F: -8%	G: -5&6	H: 1%	I: -1%

structure: CC(C)CC(=O)Nc1ccccc1N1CCN(C(=O)c2ccccc2)CC1
  A: -1	B: -6%	C: 0%	D: -19%	E: 0.0%	F: -1%	G: -1	H: 3%	I: 2%

structure: O=C(C1CCCCC1)N1C[C@@H](n2cc(C3CC3)nn2)[C@H](O)C[C@@H]1c1ccc(Cl)cc1
  A: -5	B: -4%	C: x	D: -14%	E: x	F: -6%	G: -4	H: 13%	I: -9%

structure: Brc1ccc(C2Nc3cccc4cccc(c34)N2)s1
  A: -29	B: -5%	C: -4%	D: -15%	E: 4.9%	F: 10%	G: 22	H: 2%	I: 0%

structure: Cc1ccc(NC(=S)Nn2cnnc2)cc1
  A: 1	B: 0%	C: -3%	D: -20%	E: -0.6%	F: -6%	G: -3	H: 6%	I: 0%

structure: CCC1CCCCN1CCCNC(=O)c1csc2c1CCCCC2 (stereo not drawn)
  A: -3	B: -7%	C: 1%	D: -11%	E: -1.1%	F: 0%	G: -3	H: -7%	I: -4%

structure: CCc1ccc(N2C(=O)C3NN=C(C(=O)OCc4ccccc4)C3C2=O)cc1 (stereo not drawn)
  A: -14	B: 1%	C: -6%[57.1 µM]	D: 14%	E: 0.5%	F: 5%	G: -9	H: -1%	I: 0%

structure: Cc1ccc(C)c(Oc2cc(F)nc(N)n2)c1
  A: -1	B: -5%	C: 6%[57.1 µM]	D: -17%	E: 0.0%	F: -4%	G: -3	H: 1%	I: 2%

structure: NC(=O)c1c(NC(=O)c2cccs2)sc2c1CCCCCC2
  A: 0	B: 5%	C: 37%[activator]	D: -10%	E: -0.7%	F: 2%	G: -3	H: 4%	I: 0%

structure: CCn1c(SCC(=O)NCc2ccc3c(c2)OCO3)nnc1-c1ccncc1
  A: -3	B: -1%	C: -9%	D: -8%	E: 1.1%	F: -12%	G: -3	H: 0%	I: -5%

structure: O=C(c1ccccc1)c1nc2c(n1O)CCCCC2
  A: 3	B: 1%	C: -13%	D: -17%	E: -0.3%	F: 6%	G: 1	H: 1%	I: -2%

structure: O=C(NP(=O)(N1CCOCC1)N1CCOCC1)C1=C(N2CCOCC2)/C(=C\c2ccccc2)CC1
  A: 10	B: -2%	C: 41%	D: -2%	E: 3.3%	F: u	G: 1	H: 2%	I: -4%

structure: O=C(NCCc1ccccn1)c1cc(-c2ccc(Cl)c(Cl)c2Cl)nc2ccccc12
  A: 1	B: -4%	C: -1%	D: -16%	E: 1.8%	F: -11%	G: -8	H: 0%	I: 0%

structure: COc1cc(C(=O)NCC(=O)N/N=C/c2ccccn2)cc(OC)c1OC
  A: -4	B: 0%	C: 10%[57.1 µM]	D: u	E: 0.8%	F: 3%	G: -7	H: 14%	I: 0%

structure: CCN1CCCC1CNC(=O)CSCc1nc(-c2ccccc2C)oc1C (stereo not drawn)
  A: 0	B: -3%	C: 23%	D: -14%	E: -0.5%	F: -1%	G: 0	H: 0%	I: -3%

structure: CCOc1ccc(OCc2ccc(C(=O)Nc3ccc(Cl)cn3)o2)cc1
  A: 2	B: -1%	C: 3%	D: -3%	E: 0.6%	F: 1%	G: 2	H: 5%	I: 0%

structure: CC(=O)[C@@]12O[C@@H]1C[C@H]1[C@@H]3CC[C@H]4C[C@@H](O)CC[C@]4(C)[C@H]3CC[C@@]12C
  A: 0	B: 2%	C: 0%	D: -10%	E: 2.7%	F: -4%	G: -2	H: -1%	I: -7%

structure: Cc1cccc2nc(-c3ccccc3)nc(N[C@@H](CO)c3ccccc3)c12
  A: -5	B: -2%	C: 4%	D: -21%	E: -0.1%	F: 3%	G: 1	H: 7%	I: -5%

structure: Cc1cccc(OCC(=O)Nc2cc(Cl)ccc2-n2cncn2)c1C
  A: -1	B: -1%	C: -3%[57.1 µM]	D: -19%	E: 0.3%	F: u	G: -7	H: -5%	I: -5%

structure: COc1ccc(NC(=O)CSCC(=O)Nc2ccccc2N2CCCC2)cc1
  A: 3	B: -2%	C: -13%	D: -4%	E: -0.3%	F: -22%	G: -1	H: -1%	I: 0%

structure: COc1ccc(-n2c(C)c([N+](=O)[O-])c3ccc(O)c(CN(C)C)c32)cc1
  A: 3	B: -5%	C: -6%	D: 1%	E: -1.7%	F: -3%	G: 1	H: -1%	I: 6%

structure: NS(=O)(=O)c1ccc(NC(=S)NC(=O)C2CCCC2)cc1
  A: 0	B: -3%	C: -7%	D: -18%	E: 3.3%	F: 1%	G: -3	H: -1%	I: -5%

structure: CCc1nc(N=Nc2c(O)[nH]c3ccccc23)c2c3c(sc2n1)CCC3
  A: 0	B: -5%	C: -3%	D: -18%	E: -0.1%	F: -4%	G: 1	H: 6%	I: 0%

structure: CCN1CCN(C(CNS(=O)(=O)c2ccccc2)c2cccnc2)CC1 (stereo not drawn)
  A: 0	B: -4%	C: -2%	D: -21%	E: -0.3%	F: -4%	G: 1	H: 6%	I: 1%

structure: COc1cc(/C=N\n2cnnc2)ccc1OCC(=O)Nc1ccc(C)cc1
  A: 1	B: -4%	C: 2%[57.1 µM]	D: -15%	E: 2.2%	F: -2%	G: -6	H: -7%	I: 1%

structure: O=C1C(Cc2ccccc2)NC(=S)N1Cc1ccccc1 (stereo not drawn)
  A: -5	B: -6%	C: -5%	D: -12%	E: 0.9%	F: -8%	G: -6	H: 2%	I: 2%

No new results follow: entries from further up.
Keys: A = PI4K2A inh; B = Glioma ERSR ind; C = TrxR1 substrate; D = USP1 inh; E = RXFP1 ag; F = Vif-A3F inh; G = LDHA inh; H = IDH1 R132H inh; I = Vif-A3G inh
structure: O=C(c1ccccc1)c1nc2c(n1O)CCCCC2
  A: 3	B: 1%	C: -13%	D: -17%	E: -0.3%	F: 6%	G: 1	H: 1%	I: -2%

structure: O=C(NP(=O)(N1CCOCC1)N1CCOCC1)C1=C(N2CCOCC2)/C(=C\c2ccccc2)CC1
  A: 10	B: -2%	C: 41%	D: -2%	E: 3.3%	F: u	G: 1	H: 2%	I: -4%

structure: O=C(NCCc1ccccn1)c1cc(-c2ccc(Cl)c(Cl)c2Cl)nc2ccccc12
  A: 1	B: -4%	C: -1%	D: -16%	E: 1.8%	F: -11%	G: -8	H: 0%	I: 0%

structure: COc1cc(C(=O)NCC(=O)N/N=C/c2ccccn2)cc(OC)c1OC
  A: -4	B: 0%	C: 10%[57.1 µM]	D: u	E: 0.8%	F: 3%	G: -7	H: 14%	I: 0%

structure: CCN1CCCC1CNC(=O)CSCc1nc(-c2ccccc2C)oc1C (stereo not drawn)
  A: 0	B: -3%	C: 23%	D: -14%	E: -0.5%	F: -1%	G: 0	H: 0%	I: -3%

Source: PubChem (National Center for Advancing Translational Sciences (NCATS))
